Shn3 inh set2: reduces Shn3 3'UTR luciferase signal in osteoblasts; inhibition, % at 12.5 µM; AID 588674; hit rate 0.52% among 360,000; Clone20 osteoblast Shn3 3'UTR firefly luciferase, 24 h;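 active = mean inhibition of at least 75% with every replicate also reaching 75%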;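 also: 0% = median of neutral control wells and 100% = pilot-screen positive control compound; some compounds past the cut are filed as inactive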
KKLEB tox: counter-screen for CF NF-kB inhibitors: cytotoxicity. KKLEB CF airway cells viability, ATPlite luminescence, overnight; stronger effect = lower value; cells stimulated with P. aeruginosa culture filtrate. activity change (cytotoxicity), % at 5 µM. hit rate 0.36% among 360,000. AID 602141;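 active = corrected activity change at or below -50% at 5 µM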
PDI turbidity: PDI (human) enzyme inhibition | P07237 | PDI insulin aggregation turbidity, A650, 90 min | inhibition, % at 10 µM | hit rate 0.052% among 350,000 | AID 588391;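 active = mean inhibition across replicates of 30% or more, whatever share of single replicates reach that level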;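 also: absorbance from insulin aggregation driven by PDI reduction with DTT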
Target sequence (P07237 whole entry, looked up): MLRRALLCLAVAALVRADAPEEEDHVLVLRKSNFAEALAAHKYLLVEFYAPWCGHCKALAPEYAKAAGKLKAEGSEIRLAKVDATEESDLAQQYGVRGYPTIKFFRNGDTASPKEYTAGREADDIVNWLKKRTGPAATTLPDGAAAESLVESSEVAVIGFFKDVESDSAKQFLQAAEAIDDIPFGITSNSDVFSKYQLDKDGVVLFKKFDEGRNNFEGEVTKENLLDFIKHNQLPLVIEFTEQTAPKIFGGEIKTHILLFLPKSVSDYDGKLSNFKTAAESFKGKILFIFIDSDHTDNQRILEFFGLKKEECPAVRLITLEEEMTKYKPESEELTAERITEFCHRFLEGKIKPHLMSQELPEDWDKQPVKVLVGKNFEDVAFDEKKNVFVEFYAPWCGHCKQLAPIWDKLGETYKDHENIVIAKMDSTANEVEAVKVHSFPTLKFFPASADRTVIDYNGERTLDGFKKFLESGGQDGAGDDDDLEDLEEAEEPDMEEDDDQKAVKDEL
MITF TRPM1 inh: reduces MITF-dependent TRPM1 promoter luciferase signal; inhibition, % at 12.5 µM; AID 488899; hit rate 0.83% among 330,000; SK-MEL-5 TRPM1 promoter luciferase, 24 h;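 active = mean inhibition across replicates of 60% or more, whatever share of single replicates reaches that level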; also: values of inactives mirror those of a sister screen read the other way
CaV13 FRET inh: Disruptors of the CACNA1D IQ motif to Ca2+-dependent inactivation inhibitor domain association, primary screening, Förster resonance energy transfer in intact living …; HEK cells, CFP/YFP FRET ICDI-IQ, plate reader, 10 min; percent FRET-ratio fall versus neutral wells; inhibition, % at 12.3 µM; hit rate 0.098% among 340,000; AID 743397;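 active = mean replicate inhibition of at least 30% and at least 1% of replicates passing that level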;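 also: 0% = median of the neutral control wells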
CF NFkB block: blocks PAF-induced NF-kB reporter in cystic fibrosis cells | AID 588850 | KKLEB NF-kB-GFP reporter, GFP fluorescence overnight | inhibition, % at 5 µM | hit rate 0.86% among 360,000;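 active = at least 50% inhibition at 5 µM, scaled per plate between neutral and stimulator controls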;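 also: PAF is a Pseudomonas aeruginosa culture filtrate used as stimulus; plate controls were PAF-stimulated DMSO wells for no effect and unstimulated DMSO wells for full effect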
Vif inh: inhibitors of HIV Vif; HEK293T cells, Vif self-association by quenched fluorescence, imaging, 24 h; inhibition, % at 7.49 µM; hit rate 0.35% among 340,000; AID 602346; in the data active = inhibition above about 50%, passing the limit was not always enough; also: some results filed as inactive read as strong as hits
NR2E3 ag-1: NR2E3 (human) agonism; GST-NR2E3/biotin-RetCOR TR-FRET, 1536-well; inhibition of corepressor binding, % at 4.78 µM; hit rate 0.12% among 320,000; AID 2300;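 active = percent inhibition above the cutoff of mean plus 3 SD of all tested compounds, set per screening campaign, cut at about 20% in these data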;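 also: 0% = DMSO wells and 100% = biotin wells as full block of FRET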
Target sequence (Q9Y5X4 whole entry, looked up): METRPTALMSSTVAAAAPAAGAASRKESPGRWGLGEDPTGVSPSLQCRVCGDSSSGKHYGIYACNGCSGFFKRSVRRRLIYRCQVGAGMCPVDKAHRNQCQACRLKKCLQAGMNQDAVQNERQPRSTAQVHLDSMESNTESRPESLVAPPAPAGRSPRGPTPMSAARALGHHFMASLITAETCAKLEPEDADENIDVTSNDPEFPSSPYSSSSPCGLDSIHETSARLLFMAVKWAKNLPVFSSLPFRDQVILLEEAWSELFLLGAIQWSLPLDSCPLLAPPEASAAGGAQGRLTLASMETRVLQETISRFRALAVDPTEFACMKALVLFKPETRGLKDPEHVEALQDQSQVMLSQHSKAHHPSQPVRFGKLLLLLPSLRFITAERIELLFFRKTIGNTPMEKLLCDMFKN
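Material: NR2E3–RetCOR corepressor complex | Quantity: 1.35 nM GST-tagged NR2E3 final | Schedule: 5 h at 4 °C | Replication: Singlicate compound wells | Reagent: RetCOR corepressor, biotinylated, 7 nM | Controls: Biotin wells as high control, 0.6% DMSO wells as low control | Signal: TR-FRET, Eu(K)-anti-GST donor, streptavidin-D2 acceptor, ex 340, em 617/671 nm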
HIF-2a inh: blocks HIF-2a reporter activity; 786-0 RCC cells HIF-2a reporter, luciferase luminescence, overnight; inhibition, % at 18.8 µM; hit rate 0.72% among 360,000;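 active = inhibition of the luminescence signal of 40% or more relative to plate controls, in a single-dose primary screen at 18.75 µM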
NR2E3 ag-2: human photoreceptor-specific nuclear receptor agonism; Q9Y5X4; CHO-S Gal4-NCOR/VP16-NR2E3 two-hybrid, luciferase; inhibition of corepressor binding, % at 3.98 µM; AID 602229; hit rate 0.35% among 360,000;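 active = inhibition above the mean of all tested compounds plus 3 SD, cut at about 70% in these data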;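 also: 0% = DMSO with NR2E3 transfected cells and 100% = cells lacking NR2E3 construct; higher means lower luciferase signal from less NR2E3 corepressor binding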
Peg3 prom inh: Peg3 promoter activity inhibition | hit rate 1.7% among 360,000 | HeLa PEG-Prom luciferase reporter, luminescence, overnight | inhibition, % at 20 µM;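 active = inhibition of at least 50% at 20 µM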
Active calls of the source: *; · = no result given; & = joins results of further samples.

mol,HIF-2a inh,Shn3 inh set2,Peg3 prom inh,MITF TRPM1 inh,NR2E3 ag-1,PDI turbidity,CF NFkB block,Vif inh,NR2E3 ag-2,CaV13 FRET inh,KKLEB tox
CCOc1ccc(C(=O)CN2C(=O)NC3(CCCc4ccccc43)C2=O)cc1 (stereo unspecified),11.1,6.1,-7.8,·,·,-1.5,-35.5,-1.3,-9.6,-5.5,14.1
COC(=O)c1ccccc1NC(=O)c1cc2ncc(Br)cn2n1,2.2,13.6,-7.6,-8.5,-2.0,-0.2,8.5,4.1,-4.8,-5.8,-6.9
COc1ccccc1NC(=O)c1ccc(COc2ccccc2OC)cc1,-25.3,-11.7,5.0,-8.1,-0.8,-0.2,-14.3,-12.0,-14.6,-20.8,0.7
COC(=O)c1cc(Br)c(=O)n(CCc2ccccc2)c1,-9.3,1.5,5.9,11.3,3.1,1.6,-6.1,2.7,-5.3,·,-3.1
CCn1c(CNC(=O)c2cccc(C)c2)nnc1SCC(=O)NC1CCCCC1C (stereo unspecified),11.7,4.5,4.6,6.2,0.9,18.5,-4.6,-12.9,-13.0,·,-2.9
CC(=O)N1CCN(C(=O)c2cc(=O)c3ccccc3o2)CC1,-53.1,-18.2,-16.7,-1.7,9.4,-4.3,1.0,14.4,-24.0,-4.9,0.5
CCC(C)N(C(=O)c1csnn1)C(C(=O)NC(C)(C)C)c1ccccc1 (stereo unspecified),-1.7,-2.2,1.7,-5.2,1.7,3.1,8.9,9.9,6.3,-4.7,-2.5
COc1ccc(OCc2cc(C(=O)NC3Cc4ccccc4C3)no2)c(Cl)c1,13.2,3.0,17.7,13.1,0.8,-0.6,23.7,7.8,-21.7,-7.5,-25.2
Cc1cc(CSc2ccccc2)ccc1NC(=O)c1ccc(Br)cc1,7.3,15.7,53.9*,3.7,3.2,-6.8,-11.0,0.3,-14.8,-12.0,11.0
O=C(COc1ccc2ccccc2c1)Nc1nc2ccccc2[nH]1,-2.4,26.9,-5.2,0.9,-9.0,4.4,38.1,24.5,-4.8,-7.0,-27.0
Cc1nnc(SCC(=O)Nc2ccc(Br)cc2)n(N)c1=O,-5.3,3.7,-24.4,-4.8,3.2,-11.9,7.1,16.7,-3.4,-2.3,16.4
O=C(NN=C(Cc1ccccc1)Cc1ccccc1)c1ccccc1F,-66.6,-22.4,-4.9,-8.4,-1.1,-3.9,-9.1,-1.1,-40.7,-2.1,-7.3
COc1ccc(-n2nc(C(=O)NCC(=O)O)c3ccccc3c2=O)cc1,26.8,-17.9,2.7,0.7,3.2,-3.8,10.4,25.0,-28.2,-1.2,3.6
CCCOc1cccc(-c2cc(C(=O)N/N=C/c3ccccn3)c3ccccc3n2)c1,-35.1,37.9,5.2,90.3*,·,21.7,-6.4,-15.4,-34.9,·,-19.5
Cc1oc(/C=N/NC(=O)CN(c2ccccc2Cl)S(C)(=O)=O)cc1Br,2.5,-9.6,1.9,9.2,1.5,-7.5,3.8,0.4,-0.5,-4.6,2.4
CCOC(=O)C1CCN(C(=O)Cc2ccccc2OC)CC1,15.2,4.2,1.3,-3.1,2.8,12.0,-5.9,6.9,-0.2,-14.3,8.8
O=C(ON=C1CCN(c2ccc([N+](=O)[O-])cc2)CC1)c1ccccc1,-20.8,-9.9,-12.0,-3.6,1.6,-7.7,-14.1,-3.6,-6.2,-4.9,-2.8
CN(C)N1C(N)=C(C#N)C(c2cccc3ccccc23)C2=C1CC(c1ccccc1)CC2=O (stereo unspecified),21.2,18.3,49.2,31.4,2.1,4.2,29.9,·,-20.3,-7.9,-14.4
OCC[C@H]1C[C@@H](O)[C@H](O)[C@]2(CCCCO2)O1,0.7,4.0,-8.2,4.2,4.3,2.6,-4.1,7.5,-34.7,-10.9,1.1
CCOC(=O)c1cc(C(=O)n2cc(Cl)cn2)nn1C,12.7,-18.6,-2.0,15.2,0.9,8.6,-11.0,-3.1,-21.1,-4.0,-4.9
COc1cccc(OCCOc2cccc(/C=N/n3cnnc3)c2)c1,0.4,-39.7,8.8,-9.3,1.0,-7.6,12.2,11.7,-130.1,-3.4,-12.2
C=CCn1c(SCC(=O)Nc2ccc(Cl)cn2)nnc1C1CC1,-0.4,-20.2,3.5,-3.2,4.1,-0.9,-6.5,-2.6,19.9,·,17.0
CO/N=C/c1ccc(N2CCN(C(=O)c3cccc(Cl)c3)CC2)c([N+](=O)[O-])c1,18.1,-6.1,23.8,-0.7,-0.9,-2.6,-2.1,-4.2,-6.2,-4.4,13.3
COc1ccccc1N(C(=O)Cn1nnc2ccccc21)C(C(=O)NCc1ccco1)c1ccc(C)o1 (stereo unspecified),6.3,-2.7,14.0,10.4,2.1,4.3,-3.6,11.2,-11.8,-2.2,0.8
CC1(C)CC(NC(=O)Cc2ccc(Cl)cc2)CC(C)(C)N1,11.9,-2.5,7.8,-5.7,0.1,1.3,-22.7,-0.8,3.8,-0.6,-5.5
NCCCC[C@H]1CNC(=S)N1CC1(c2ccccc2)CC1,0.4,7.0,8.5,-7.2,3.2,-0.7,-11.7,2.1,-18.7,-10.1,1.9
Cc1cc(C(=O)NC2CCCc3ccccc32)no1 (stereo unspecified),1.0,-21.9,16.7,6.2,1.9,-3.4,11.4,9.7,-1.3,-5.2,5.2
COc1ccc(NC(=O)C2(c3ccccc3)CCCC2)cc1,5.3,10.0,12.4,-13.8,0.8,2.7,13.0,-6.1,9.5,-1.7,1.2
Nc1ccc(-c2ccc(N)cc2C(F)(F)F)c(C(F)(F)F)c1,30.2,2.0,33.4,20.9,4.2,18.1,3.0,2.1,6.7,-2.1,0.4
CC(C)OC(=O)c1nnn(-c2nonc2N)c1CN1CCCCCC1,-12.1,1.5,4.4,-1.8,-0.9,-0.8,0.5,3.8,-12.0,-4.7,0.1
O=C(CN1C2=NCCCN2c2ccccc21)c1cccs1,10.6,8.2,0.5,11.0,3.8,-9.4,-16.0,-6.6,-23.0,-2.1,8.2
COc1ccc(-c2nc3c4ccccc4ccn3c2CN2CCCCC2)cc1OC,-187.1,-14.0,-62.7,1.4,2.0,-5.0,-20.2,2.1,-38.1,3.4,1.0
COc1cccc2cc(C(=O)N3CCN(C(=O)c4ccccc4)CC3)c(=O)oc12,-12.4,1.6,18.3,3.1,2.7,-7.9,2.2,15.7,17.5,-5.3,-0.6
CC(C)N(Cc1nccn1C)C(=O)CC1C(=O)NCCN1Cc1ccc(F)c(F)c1 (stereo unspecified),-3.2,-8.5,-2.8,-9.9,0.9,5.7,-17.5,-1.3,0.4,-4.9,18.2
CN/N=C(\Cc1nc2ccccc2[nH]1)c1ccc([N+](=O)[O-])cc1,-101.7,-17.3,-68.5,-21.1,·,0.6,-36.6,7.6,-40.4,-6.1,-4.4
COc1ccc(NC(=O)CCC(=O)OCC(=O)c2ccc(Oc3ccc([N+](=O)[O-])cc3)cc2)cc1,11.3,11.3,2.2,-6.7,-2.6,-1.2,-7.1,1.2,-3.8,-12.9,10.1
COc1ccc(OC)c(CNC(=O)CCSCc2ccc(F)cc2Cl)c1,2.1,-2.8,26.0,-4.7,1.4,2.2,-9.9,-1.6,-25.5,-4.6,2.1
O=C(Nc1ccc(Br)cc1)c1cccn1-c1ncc(C(F)(F)F)cc1Cl,3.0,-16.5,17.0,11.8,-2.0,0.8,-31.0,-4.7,-2.4,-3.5,-9.3
CC/C(=N\NC(=O)Nc1nonc1N)c1ccc(OC)c(OC)c1,-3.3,24.5,19.8,-5.7,1.1,2.1,18.6,4.2,-30.5,3.2,-17.2
NS(=O)(=O)c1ccc(CCNC(=O)C(=O)NCC2OCCN2C(=O)c2ccc3c(c2)OCO3)cc1 (stereo unspecified),17.9,9.9,13.0,-4.3,-0.4,-6.3,2.7,-3.5,32.7,0.1,5.2
COC(=O)c1cccc(NC(=O)CSc2nnc(C)n2Cc2ccccc2)c1,3.9,19.1,2.4,9.9,1.6,-7.4,6.9,-2.6,-21.2,-4.3,4.3
COc1c(C(C)C)oc2cc3oc(=O)ccc3cc12,-123.3,-33.2,-95.2,-11.3,2.8,-1.2,-17.8,10.8,-24.6,-6.5,-4.4
COc1ccc(C(C[N+](=O)[O-])c2c(-c3ccccc3)cc3ccccn23)c(OC)c1 (stereo unspecified),-10.7,-24.4,4.3,0.0,2.8,-0.8,18.0,-2.4,-44.3,-4.8,-10.5
Brc1ccc2[nH]c3nc(SCCN4CCOCC4)nnc3c2c1,-4.7&-47.2,1.5&14.6,-37.3&-45.8,0.4&0.6,1.0&1.4,1.7&-1.9,-31.3&-39.8,-4.2&-2.2,21.7&6.4,-5.6&-6.2,5.1&-1.4
CC(C)c1ccc(COC(=O)CN2C(=O)NC3(CCCCC3C)C2=O)cc1 (stereo unspecified),-4.3,14.6,12.2,3.5,·,-6.0,-12.9,-8.4,3.8,-7.8,-12.6
CCCCNC(=O)C1CCC(CNc2c(N3CCC(C)CC3)c(=O)c2=O)CC1 (stereo unspecified),18.3,-7.7,11.9,3.4,-1.3,-8.6,12.7,-1.6,4.5,0.6,-13.1

High-throughput results as filed in PubChem.
